CCT modulator = cytosolic chaperonin activity modulation | purified chaperonin ATPase assay, HTRF ADP detection, 30 min | activity change, % (no concentration beside the values), hits read low | actives 0.3% (n = 360,000) | AID 651819; in the data active = activity change below about -30%; note: % is set by controls: 0 for no effect and ±100 for the full control effect
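TRiC (40 or 20 nM final, by batch activity) in 30 mM Tris pH 7.4, 100 mM KCl, 5 mM MgCl2, 1 mM DTT was treated with compound at 76 uM single dose, then 10 uM ATP, 30 min at 37 °C. ADP was read by HTRF Transcreener.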
Nrf2 activator = activates Nrf2 signaling; AREc32 ARE-luciferase reporter (MCF7-derived line), luminescence, 24 h; Potency, µM (highest dose often 46.1 µM), inactives show at the top dose activation, usual class: activators; actives 0.31% (n = 410,000); AID 624171; note: potency is the fitted concentration of half-maximal effect; % of control where 0% means no effect; nearly all actives have a fitted effect of over 65% in size
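ARE activation measured as luciferase luminescence (Steady-Glo, 30 min RT) in AREc32_Fluc cells after 24 hr compound exposure at 37 deg C, 5% CO2; cells seeded overnight at 1000/well in OPTI-MEM, 5% FBS.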
TGFb SMAD3 inh = TGF-b pathway inhibition. HepG2 CAGA-GFP TGF-b/SMAD3 reporter, GFP fluorescence, 18 h; TGF-beta stimulated, 500 pg/mL final. AID 588855. Potency, µM (series often up to 46.1 µM), for the others: top-dose activity, negative = inhibition, actives largely listed as inhibitors. actives 1.2% (n = 410,000); note: potency is the fitted concentration of half-maximal effect; % is set by controls: 0 for no effect and ±100 for the full control effect; nearly all actives have a fitted effect of over 65% in size
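Per well, imaged GFP fluorescence of HEPG2 CAGA-GFP cells gives the signal; cells get compound, then TGF-beta (500 pg/mL final), 18 h at 37 degrees C; %Activity versus -TGF-beta and +DMSO controls.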
Nrf2 block = inhibitors of Nrf2 signaling; actives 2.1% (n = 360,000); A549 ARE-Fluc reporter, luciferase luminescence, 18-24 h; Potency, µM (series often up to 46 µM), without a hit: at the highest dose activity change, negative = inhibition, most hits filed as inhibitors; note: potency is the fitted concentration of half-maximal effect; % is set by controls: 0 for no effect and ±100 for the full control effect; nearly all actives have a fitted effect of over 60% in size
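A549 ARE_Fluc cells, 5000/well, 5% FBS OPTI-MEM; compounds in dose-response, 18-24 h at 37 °C/5% CO2; CellTiter-Fluor viability read (Ex 405/Em 525), then BugLite luciferase luminescence = Nrf2 activity.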
pAkt inh = inhibitors of Akt phosphorylation. Neuro2A IGF-stimulated pAkt S473 HTRF, 20 min; active compounds read low. activity change, % for hits at 50 µM. actives 0.32% (n = 360,000); in the data active = activity change below about -80%; inconclusive = mostly about -51% to -80%; note: % is set by controls: 0 for no effect and ±100 for the full control effect
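Neuro2A cells in DMEM with 0.5% FBS, overnight at 37 deg C, given compound at single 50 µM final, then IGF (6 nM final) for 20 min at 37 deg C. Lysed; phospho-Akt Ser473 by HTRF after 24 h, 665/615 ratio.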
A549 viability = kills or reduces viability of A549 cells in Nrf2 counter-screen | A549 ARE-Fluc cells, CellTiter-Fluor viability, 18-24 h | Potency, µM (top dose mostly 46 µM), without a hit: top-dose activity change, negative = cytotoxicity, most hits filed as inhibitors | actives 0.16% (n = 390,000); note: potency is the fitted concentration of half-maximal effect; % is set by controls: 0 for no effect and ±100 for the full control effect
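Cytotoxicity counterscreen: CellTiter-Fluor fluorescence was measured in A549 ARE_Fluc cells after 18-24 h of compound exposure in a concentration series. The subsequent BugLite luminescent read reports ARE-luciferase activity.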
MmCpn inh = inhibitors of Methanococcus maripaludis chaperonin (MmCpn); purified Mm-Cpn ATPase, ADP Transcreener TR-FRET; actives 0.031% (n = 330,000); Potency, µM (titrated, usually from 76.9 µM), inactives show at the highest dose activity, negative = inhibition, usual class: inhibitors; note: potency is the fitted concentration of half-maximal effect; % is set by controls: 0 for no effect and ±100 for the full control effect; nearly all actives have a fitted effect of over 80% in size
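TR-FRET (320 nm excitation; 590 and 665 nm emission) reports ADP made from 10 uM ATP by 25 nM enzyme; compounds were preincubated 10 min, reaction run 30 min, both at 37°C.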
EPAC2 ag = EPAC2 (human) agonism | Q8WZA2 | EPAC2 activation, biochemical qHTS; response scale: 100% = 6.5 mM cAMP response | Potency, µM (highest dose often 154 µM), for the others: top-dose activation, actives largely listed as activators | actives 0.079% (n = 360,000) | AID 720711; note: potency is the fitted concentration of half-maximal effect; nearly all actives have a fitted effect of over 50% in size
Target sequence (Q8WZA2 whole entry, looked up): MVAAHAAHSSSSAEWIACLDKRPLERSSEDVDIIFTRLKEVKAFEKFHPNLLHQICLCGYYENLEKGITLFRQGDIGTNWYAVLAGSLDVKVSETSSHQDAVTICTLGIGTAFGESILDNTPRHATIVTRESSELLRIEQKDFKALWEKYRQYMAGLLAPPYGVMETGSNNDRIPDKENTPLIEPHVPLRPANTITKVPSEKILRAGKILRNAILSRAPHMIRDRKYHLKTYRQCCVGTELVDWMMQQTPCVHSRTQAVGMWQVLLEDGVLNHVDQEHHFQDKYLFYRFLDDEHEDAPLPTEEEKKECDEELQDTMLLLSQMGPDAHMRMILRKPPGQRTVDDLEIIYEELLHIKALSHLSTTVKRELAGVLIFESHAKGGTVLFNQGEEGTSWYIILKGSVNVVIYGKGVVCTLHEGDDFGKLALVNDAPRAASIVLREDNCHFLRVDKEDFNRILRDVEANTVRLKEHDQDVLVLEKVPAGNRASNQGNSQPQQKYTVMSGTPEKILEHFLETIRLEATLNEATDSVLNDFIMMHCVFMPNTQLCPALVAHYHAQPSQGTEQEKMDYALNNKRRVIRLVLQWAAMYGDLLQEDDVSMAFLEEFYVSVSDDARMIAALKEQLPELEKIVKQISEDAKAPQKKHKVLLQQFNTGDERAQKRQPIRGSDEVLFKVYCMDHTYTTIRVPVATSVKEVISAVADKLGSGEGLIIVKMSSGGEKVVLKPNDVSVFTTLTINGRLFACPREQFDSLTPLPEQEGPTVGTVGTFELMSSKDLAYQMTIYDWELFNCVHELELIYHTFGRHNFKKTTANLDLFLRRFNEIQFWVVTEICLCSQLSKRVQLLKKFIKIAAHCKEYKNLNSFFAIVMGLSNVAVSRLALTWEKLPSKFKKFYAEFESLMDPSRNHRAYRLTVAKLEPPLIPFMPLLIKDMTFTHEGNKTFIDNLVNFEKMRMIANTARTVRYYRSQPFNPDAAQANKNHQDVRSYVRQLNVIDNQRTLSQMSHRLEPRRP
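Readout is BODIPY fluorescence (480 nm excitation, 540 nm emission), which falls as labeled GDP is exchanged off Rap1B. EPAC2 at 100 nM acted on 250 nM RAP1B-BODIPY-GDP with 50 uM GDP present.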
EPAC2 antag = blocks human EPAC2 exchange factor | Q8WZA2 | EPAC2 GEF exchange of Rap1B-BODIPY-GDP, fluorescence | Potency, µM (top dose mostly 114 µM), for the others: at the top dose activity, negative = inhibition, most hits filed as inhibitors | actives 0.18% (n = 360,000); note: potency is the fitted concentration of half-maximal effect; % is set by controls: 0 for no effect and ±100 for the full control effect; nearly all actives have a fitted effect of over 45% in size; many of its hits are not listed in these tables
* hit, by the source's call; i = inactive; ? = inconclusive; / = no result given; [ ] = another dose, or the depositor's remark. Unless noted, calls come from the whole dose curve; as a rule, active = well fitted curve in the direction sought with a large enough effect; inconclusive = small, poorly fitted or top-dose-only effect, or another doubt; inactive = no such curve, though single readings can be large; an effect the other way counts as inactive or inconclusive. A portion of the library; rates above refer to the full screens.

canonical_smiles,CCT modulator,Nrf2 activator,TGFb SMAD3 inh,Nrf2 block,pAkt inh,A549 viability,MmCpn inh,EPAC2 ag,EPAC2 antag
N#CCCN1CCN(S(=O)(=O)c2ccc(S(=O)(=O)NC3CCCCC3)cc2)CC1,-2.6,0.6%,0%,-5%,i,-1%,0%,-1%,2%
O=C(CCSCc1ccccc1)Nc1ccc2c(c1)OCCO2,-1.2,3.5%,-20%,0%,i,-8%,5%,6%,-10%
Cc1ccc(NNC(=O)C(O)(c2cccc(C(F)(F)F)c2)c2cccc(C(F)(F)F)c2)cc1,-1.5,3.0%,?,23µM*,i,?,2%,0%,-26%
Cn1c(=O)c2c(ncn2CC(=O)OCC(=O)Nc2ccc(Cl)cc2Cl)n(C)c1=O,-0.3,-0.2%,1%,?,i,0%,-1%,8%,-2%
Cc1ccc(NC(=O)CCc2nnc3ccc(N4CCC5(CC4)OCCO5)nn23)nc1,-1.4,-0.3%,9%,11%,/,1%,2%,8%,6%
Cc1csc(NC(=O)c2oc3ccccc3c2C)n1,-1.1,16%,?,?,i,-1%,-8%,-7%,6%
Cc1cccc(C(C)C)c1-n1nnnc1-c1ccccc1,0.6,-0.7%,3%,-2%,i,4%,0%,16%,?
COc1ccc(Cn2ccc3nc(C)c(C(=O)Nc4ccc(OC(F)(F)F)cc4)cc3c2=O)cc1,/,4.0%,-27%,?,/,0%,/,/,/
CC1(C)CC(=O)C=C(c2cccc(O)c2)C1=O,-0.8,0.4%,1%,9%,i,-6%,-1%,0%,10%
C=CCN1C(=O)c2ccc(C(=O)NCCc3ccc(OC)c(OC)c3)cc2C1=O,2.9,2.7%,16%,5%,i,4%,1%,-4%,-8%
CC1=C(C(N)=O)C(c2ccccn2)n2nc(-c3ccccc3Cl)nc2N1 (centres undefined),-1.8,-0.6%,-11%,3%,i,0%,-3%,15%,19%
Cc1nc(-c2ccc(C(=O)Nc3cc(S(N)(=O)=O)ccc3C)cc2)cs1,-1.9,6.4%,-2%,-8%,i,1%,-1%,3%,-2%
CC(=O)Nc1sc2c(c1C(c1ccccn1)N1CCN(C)CC1)CCCC2 (centres undefined),0.3,-0.1%,3%,1%,i,-8%,1%,-4%,-1%
COc1cc(Nc2nc3ccccc3nc2NS(=O)(=O)c2ccc([N+](=O)[O-])cc2)cc(OC)c1OC,-6.8,0.0%,?,?,i,10%,1%,23%,2%
Cc1ccc(S(=O)(=O)N2CCC[C@H]2C(=O)Nc2ccccc2C)cc1,-0.3,1.8%,-5%,-14%,i,0%,1%,1%,1%
C#CCOCCOCCOCCNc1nc(N2CCN(C(=O)Cn3cc(CCCN=C(N)N)nn3)CC2)nc(N2CCN(C(=O)[C@H]([C@@H](C)CC)n3cc(CCC(=O)O)nn3)CC2)n1,-2.5,0.3%,16%,13%,i,-5%,?,-5%,11%
O=C(c1ccc(Cl)c(S(=O)(=O)N2CCCCCC2)c1)N1CCCC1,-2.9,0.0%,9%,-21%,i,-4%,1%,-6%,-16%
O=c1c2cccnc2[nH]c(=S)n1CCC1=CCCCC1,-2.8,0.1%,1%,6%,i,10%,1%,10%,0%
COc1ccc(C(=O)NC(C)c2ccc(-n3ccnc3)cc2)cc1S(=O)(=O)N1CCOCC1 (centres undefined),3.0,0.0%,0%,?,i,-1%,1%,2%,-11%
COc1ccc(N2C(=O)NC(=O)C2=O)cc1,-0.9,-0.7%,-18%,-30%,i,0%,3%,10%,-1%
O=C(Nc1cccc([N+](=O)[O-])c1)c1ccc([N+](=O)[O-])o1,1.8,-5.3%,?,/,i,/,/,-9%,-8%
N#CC1(c2ccccc2)CCC(NCCc2ccccc2)CC1 (centres undefined),1.0,-1.5%,-28%,14%,i,-4%,1%,-7%,8%
O=C(CN(CCc1ccccc1)S(=O)(=O)c1ccccc1)NCc1ccc(Cl)cc1,/,0.2%,?,21µM*,/,-13%,/,/,/
O=C(Cn1nc(CNc2ccc(Cl)cc2)[n+]2c1CCCCC2)c1ccc(Cl)cc1,-2.5,4.0%,-9%,0%,i,1%,1%,-1%,1%
CC(=O)OCCC(C)C,-0.3,2.0%,-6%,1%,i,-1%,-1%,9%,3%
CC(C)(C)c1ccc(S(=O)(=O)Nc2ccc3c(c2)COC3=O)cc1,-1.1,4.4%,1%,?,i,1%,-1%,15%,-2%
O=C(CCS(=O)(=O)c1cccs1)Nc1ccc(C(=O)NCc2ccc(F)cc2)cc1,0.5,-0.4%,-5%,-15%,i,-1%,-15%,-5%,13%
CCn1nnc(NC(=O)c2ccccc2Br)n1,-3.6,0.1%,-28%,?,i,-1%,0%,18%,-1%
Cc1ccccc1CN1CCN(C(=O)c2ccc(F)cc2)CC1,-0.6,-0.1%,-6%,-5%,i,-6%,-3%,13%,12%
CC1CCN(C(=O)CSc2nnc(CNc3ccc(F)cc3)n2Cc2ccco2)CC1,-3.1,0.9%,-27%,-7%,i,0%,/,3%,-6%

Overlap with the part before: four entries; new compounds follow.
canonical_smiles,CCT modulator,Nrf2 activator,TGFb SMAD3 inh,Nrf2 block,pAkt inh,A549 viability,MmCpn inh,EPAC2 ag,EPAC2 antag
O=C(CCS(=O)(=O)c1cccs1)Nc1ccc(C(=O)NCc2ccc(F)cc2)cc1,0.5,-0.4%,-5%,-15%,i,-1%,-15%,-5%,13%
CCn1nnc(NC(=O)c2ccccc2Br)n1,-3.6,0.1%,-28%,?,i,-1%,0%,18%,-1%
Cc1ccccc1CN1CCN(C(=O)c2ccc(F)cc2)CC1,-0.6,-0.1%,-6%,-5%,i,-6%,-3%,13%,12%
CC1CCN(C(=O)CSc2nnc(CNc3ccc(F)cc3)n2Cc2ccco2)CC1,-3.1,0.9%,-27%,-7%,i,0%,/,3%,-6%
CNC(=O)CS(=O)(=O)CC(=O)Nc1cc(OCCOC)c(Cl)cc1Cl,1.6,4.1%,-7%,-23%,i,-8%,-2%,13%,3%
O=C(COC(=O)/C=C/c1ccc(C(F)(F)F)cc1)NCC1CCCO1 (centres undefined),2.1,-0.1%,-20%,7%,i,-5%,-1%,-2%,7%
Cc1cc(C)c2c(=O)[nH]c(SCC(=O)N(C)C)nc2n1,0.5,0.2%,-2%,2%,i,1%,-1%,3%,1%
CCCCNC(=O)NCC(=O)Nc1ccc(F)c(F)c1,-0.6,0.0%,-12%,5%,i,4%,1%,3%,5%
CCn1c(=O)c(=O)[nH]c2cc(C(=O)NC3CC3)ccc21,0.6,-0.5%,-8%,11%,i,0%,1%,-2%,9%
COc1cc(C(=O)NCCc2cn3ccccc3n2)cc(OC)c1OC,-0.5,3.0%,-11%,-20%,i,6%,0%,8%,4%
CC(=O)c1ccc(S(=O)(=O)NCc2ccc(C(=O)N(C)CC(=O)Nc3cccc(F)c3)cc2)cc1,-0.7,0.8%,-15%,?,i,-8%,-1%,13%,1%
CC(=O)NC1C(=O)N=C(SCC(=O)Nc2c(C)cccc2C)NC1=O (centres undefined),-2.4,-0.1%,8%,-10%,i,-1%,0%,11%,5%
CNC(=S)NNC(=O)Cc1ccc(OC)cc1,-3.9,-0.6%,15%,0%,i,2%,1%,7%,-2%
Cc1[nH]c(C)c(S(=O)(=O)N2c3ccccc3CC2C)c1C(=O)N1CCCCC1 (centres undefined),-6.4,0.2%,-20%,3%,i,-9%,-4%,0%,5%
C[C@@H]1CNC(=O)c2c(C(=O)NC3CCN(C(=O)OC(C)(C)C)CC3)ncn21,-1.1,-0.9%,-10%,/,i,/,/,8%,8%
CCn1c(SCC(=O)c2ccc(Cl)cc2)nnc1-c1ccoc1C,-0.1,4.1%,-17%,-1%,i,-11%,-6%,3%,2%
Cn1ncc([N+](=O)[O-])c1C(=O)Nc1ccn(Cc2ccccc2F)n1,0.5,0.1%,-6%,-6%,i,-3%,1%,5%,5%
O=C(CNC(=O)c1ccco1)OCC(=O)c1ccc(Br)cc1,-2.4,-0.2%,33%[activator],3%,i,12%,3%,5%,-2%
COC(=O)CCC(=O)OC1(C)C(=O)C2=CN(CCc3ccccn3)C(c3ccc(OC)cc3)=CC2=C(Br)C1=O (centres undefined),-1.2,6.4%,-23%,1%,i,-8%,/,10%,38%[activator]
COc1ccc(NC(=O)CN2CCC(n3c(C)nc4cc(F)ccc43)CC2)c(OC)c1,1.4,-0.6%,0%,-33%,i,24%,-2%,8%,-6%
C=CCN1C=C2C(=O)C(C)(OC(=O)c3cnc4ccccc4n3)C(=O)C=C2C=C1/C=C/COC (centres undefined),-0.1,?,?,-9%,i,-16%,/,9%,7%
O=C(CSC1=Nc2ccccc2C2=NC(c3ccccc3)C(=O)N12)NCC1CCCO1 (centres undefined),-1.4,2.9%,21%,9%,i,-8%,1%,8%,-2%
O=C(CC1NCCNC1=O)OCc1ccccc1 (centres undefined),-2.9,2.9%,16%,/,i,?,0%,15%,-13%

Reformatted with each value named: part of the list above
SMILES: COc1cc(C(=O)NCCc2cn3ccccc3n2)cc(OC)c1OC
  CCT modulator = -0.5
  Nrf2 activator = 3.0%
  TGFb SMAD3 inh = -11%
  Nrf2 block = -20%
  pAkt inh = i
  A549 viability = 6%
  MmCpn inh = 0%
  EPAC2 ag = 8%
  EPAC2 antag = 4%
SMILES: Cc1csc(NC(=O)c2oc3ccccc3c2C)n1
  CCT modulator = -1.1
  Nrf2 activator = 16%
  TGFb SMAD3 inh = ?
  Nrf2 block = ?
  pAkt inh = i
  A549 viability = -1%
  MmCpn inh = -8%
  EPAC2 ag = -7%
  EPAC2 antag = 6%
